L3MBTL1 inh: blocks human L3MBTL1; Q9Y468; AlphaScreen L3MBTL1–H3K9me1 peptide binding; Potency, µM (doses to about 57.1 µM), inactives show at the top dose activity, negative = inhibition, hits mostly inhibitors; 230,000 tested, 0.66% active; AID 485360; active means well fitted inhibition curve with a large enough effect; further: nearly all actives have a fitted effect of over 60% in size
Target sequence (Q9Y468 whole entry, looked up): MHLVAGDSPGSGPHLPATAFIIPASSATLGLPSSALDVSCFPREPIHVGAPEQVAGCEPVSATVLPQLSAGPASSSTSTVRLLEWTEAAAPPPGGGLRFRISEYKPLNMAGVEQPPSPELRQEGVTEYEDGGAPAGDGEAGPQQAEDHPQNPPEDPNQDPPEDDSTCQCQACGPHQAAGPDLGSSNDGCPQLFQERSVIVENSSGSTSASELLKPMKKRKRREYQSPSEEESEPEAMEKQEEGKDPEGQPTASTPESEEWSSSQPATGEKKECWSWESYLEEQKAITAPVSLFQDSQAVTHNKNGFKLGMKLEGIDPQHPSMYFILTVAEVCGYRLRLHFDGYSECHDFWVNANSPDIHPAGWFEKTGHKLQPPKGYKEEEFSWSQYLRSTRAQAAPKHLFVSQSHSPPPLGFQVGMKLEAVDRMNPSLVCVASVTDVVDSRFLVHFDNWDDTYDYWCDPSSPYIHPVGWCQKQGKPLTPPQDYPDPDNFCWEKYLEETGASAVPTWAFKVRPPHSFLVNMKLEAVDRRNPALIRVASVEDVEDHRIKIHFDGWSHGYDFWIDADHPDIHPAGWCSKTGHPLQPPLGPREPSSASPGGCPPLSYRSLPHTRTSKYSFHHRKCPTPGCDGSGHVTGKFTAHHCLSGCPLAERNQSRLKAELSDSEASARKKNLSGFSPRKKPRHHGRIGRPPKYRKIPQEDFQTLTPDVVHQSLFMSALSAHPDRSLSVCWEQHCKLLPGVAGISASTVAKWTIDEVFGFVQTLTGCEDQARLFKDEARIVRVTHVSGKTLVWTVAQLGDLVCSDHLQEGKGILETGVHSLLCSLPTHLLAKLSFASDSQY
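AlphaScreen proximity signal between nickel-chelate acceptor and streptavidin donor beads (final 10 ug/mL) reports binding of 50 nM L3MBTL1 to 75 nM biotin-H3 K9me1 peptide; complex incubated with compounds 30 min at room temperature; cefsulodin titration as control.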
Numbers without * were called inactive; & = joins results of further samples; [ ] = remark or other dose. On the % scale 0 is the no-effect control and ±100 the full control effect; potency means the concentration at half of the fitted maximal effect. Only part of the results is shown. The share of hits here may be higher or lower than overall.

L3MBTL1 inh	molecule
1.8%	CCOc1ccc2oc(C(=O)OCC(=O)N3CCCC(C)C3)c(C)c2c1 (centres undefined)
1.5%	CC(NC(=O)CN1C(=O)NC2(CCCCCCC2)C1=O)c1ccccc1 (centres undefined)
2.6%	CC(NC(=O)CCN1C(=O)c2ccccc2C1=O)c1ccccc1 (centres undefined)
-6.2%	Cc1ccc2c(c1)-n1c(nc3cc(Cl)ccc3c1=O)C(Cc1ccccc1)NC2=O (centres undefined)
-1.6%	CC(C)Cn1nc(C(=O)N2CCc3ccccc32)c2ccccc2c1=O
-0.6%	COC(=O)[C@H](C)N(Cc1ccc(Cl)c(Cl)c1)S(=O)(=O)CCN1CCCC1
-7.3%	COc1c(C=O)cc2c3c1CCCN3CCC2
-2.1%	CC(C)C[C@@H](CSc1ccccc1)N1CCN(CC(C)C)CCC1=O
4.6%	COc1cc(C(=O)Nc2ccc(N3CCCS3(=O)=O)cc2)c([N+](=O)[O-])cc1OC
6.4%	COc1cccc(CNC(=O)COC(=O)C2CCN(c3ccc(C(F)(F)F)cn3)CC2)c1
-3.1%	N#CN1CCC(NS(=O)(=O)c2ccc(C(F)(F)F)cc2)C1 (centres undefined)
2.7%	C=CCNc1nc2c(c(=O)[nH]c(=O)n2C)n1CCCc1ccccc1
-1.7%	C[C@@]12C(=O)N(c3ccc(Cl)cc3)C(=O)N1[C@@H]1c3ccccc3OC[C@@H]1[C@H]2c1ccccc1
9.4%	CCC(CC)CN1C(Nc2ccccc2)=NC[C@@H]1CC(C)C
8.7%	CCOc1ccc(S(=O)(=O)N2CCN(C(=O)Cc3n[nH]c(=O)c4ccccc34)CC2)cc1
-5.6%	Cc1ccc(C)c(C(=O)COC(=O)c2nn(C)c(=O)c3ccccc23)c1
-2.0%	Cc1ccc(C=NNC(=O)c2cc(-c3cccnc3)nc3ccccc23)o1
-25.2%	NC(=O)CC(NC(=O)Cc1ccc(Br)cc1)c1ccc(NC2CC3CCC2C3)c([N+](=O)[O-])c1 (centres undefined)
2.3%[2.29 µM]	Cc1ccc(C(=O)Nc2ccccc2Cl)cc1
1.6%	CCC1Nc2ncnc(N3CCOCC3)c2N(Cc2ccc(Cl)cc2)C1=O (centres undefined)

Part of the list above, field by field.
COc1cccc(CNC(=O)COC(=O)C2CCN(c3ccc(C(F)(F)F)cn3)CC2)c1
- L3MBTL1 inh: 6.4%
Cc1ccc2c(c1)-n1c(nc3cc(Cl)ccc3c1=O)C(Cc1ccccc1)NC2=O (centres undefined)
- L3MBTL1 inh: -6.2%
COc1cc(C(=O)Nc2ccc(N3CCCS3(=O)=O)cc2)c([N+](=O)[O-])cc1OC
- L3MBTL1 inh: 4.6%
CC(NC(=O)CN1C(=O)NC2(CCCCCCC2)C1=O)c1ccccc1 (centres undefined)
- L3MBTL1 inh: 1.5%

4 entries from above, with each value named.
COC(=O)[C@H](C)N(Cc1ccc(Cl)c(Cl)c1)S(=O)(=O)CCN1CCCC1
  L3MBTL1 inh: -0.6%

COc1c(C=O)cc2c3c1CCCN3CCC2
  L3MBTL1 inh: -7.3%

CC(C)C[C@@H](CSc1ccccc1)N1CCN(CC(C)C)CCC1=O
  L3MBTL1 inh: -2.1%

COc1cc(C(=O)Nc2ccc(N3CCCS3(=O)=O)cc2)c([N+](=O)[O-])cc1OC
  L3MBTL1 inh: 4.6%

Next section.
L3MBTL1 inh	molecule
-9.4%	Oc1ccccc1N=N/C(=N/Nc1ccccc1O)c1ccccc1
12.5%	COc1ccc([C@H]2CC(=O)C=C(c3cccc(F)c3OC)C2)cc1
-16.3%	CC1CCCCC12NC(=O)N(CC(=O)Nc1ccc(N3CCCCC3)cc1)C2=O (centres undefined)
-9.9%	COc1ccccc1C(=O)NCC(c1ccco1)N1CCc2ccccc21 (centres undefined)
9.4%	CN(C)C1=NC[C@H](Cc2ccccc2)N1CCCC1CCCCC1
-1.1%[2.29 µM]	CCOc1ccc(S(=O)(=O)NCc2cccnc2)cc1C(C)C
2.1%	O=S1(=O)NC(C2CC2c2ccccc2)CCO1 (centres undefined)
2.2%	CC(=O)Nc1ccc2c(c1)nc(C)n2-c1ccccc1
2.8%	CCOc1ccc(NC(=O)CN(C)C(=O)c2cc(S(=O)(=O)N3CCCCCC3)ccc2OC)cc1OCC
-10.3%	COc1ccccc1CNC(=O)C(=O)NCCC1CCCCN1S(=O)(=O)c1cccs1 (centres undefined)
-4.2%	COc1cc(OC)c(OC)cc1CN1CCSCC1
-1.9%	CC1CCCC(NC(=O)COC(=O)CCC(=O)c2cccs2)C1C (centres undefined)
-5.4%	CN(c1ccccc1)S(=O)(=O)c1cccc(C(=O)N2CCCCCC2)c1
2.7%	Cc1ccc(S(=O)(=O)Nc2nnc(C(C)(C)C)s2)cc1
3.7%	Cc1ccccc1C(=O)NCC(=O)NC1CC1
1.0%	COc1cc(NC(=O)C2CC(c3c(F)cccc3Cl)=NO2)cc(OC)c1OC (centres undefined)
-11.3%	COc1ccc(CN(C)CC2CCCN(CCc3ccccc3C)C2)cc1O (centres undefined)
8.1%	COc1ccc(-c2oc3ccc(-c4cc(OC)c(OC)c(OC)c4)cc3c2C#Cc2ccsc2)cc1
6.0%	COc1ccc(C2C3=C(CCCC3=O)N(CC(=O)O)C3=C2C(=O)CCC3)cc1Cl
10.2%	Cc1ccc(C(=O)NCC(=O)OCc2cccc(Br)c2)cc1
6.6%	CC(C)n1nc(C(=O)NNC(=O)c2ccc(OC(F)F)cc2)c2ccccc2c1=O
-3.8%	Cc1ccc(CCNC(=O)c2nnc(CS(=O)(=O)c3ccccc3)o2)cc1
-5.7%	COc1ccc(-c2cc(CCC(=O)N3CCN(c4cc(C)ccc4C)CC3)[nH]n2)cc1
3.7%	CCCCn1c(N)c(N(CCOC)C(=O)c2ccc(-c3cccc(C(F)(F)F)c3)o2)c(=O)[nH]c1=O
-7.8%	COc1ccc(C(NC(C)=O)c2nccc3cc(OC)c(OC)cc23)cc1OC (centres undefined)
7.9%	C=CCNC(=O)c1c(CS(=O)(=O)c2ccccc2)noc1C(=O)NCc1ccccc1
2.6%	O=C(CCc1nc2ccccc2c(=O)[nH]1)NNC(=O)c1ccc(F)cc1
9.7%	COc1ccc(CCN(C)C(=O)CSc2nnc(C3CC3)n2N)cc1OC
-5.8%	CC1CCC2(CC1)NC(=O)N(CC(=O)Nc1ccc3c(c1)OCCCO3)C2=O (centres undefined)
-13.8%	COCC(C)n1c(SCC(=O)Nc2ccc3c(c2)OCCO3)nc2ccccc2c1=O (centres undefined)
-0.7%	O=C(CCc1nc2ccccc2c(=O)[nH]1)Nc1cc(C(F)(F)F)ccc1N1CCCC1
-0.9%	CCOC(=O)c1ccccc1NC(=O)COC(=O)CCNS(=O)(=O)c1ccc(C)c(C)c1
-8.3%	COc1ccccc1NS(=O)(=O)c1cc(NC(=O)COc2ccccc2F)ccc1N1CCOCC1
-8.7%	Cc1ccc2nc(C)cc(N/N=C/c3ccccc3O)c2c1
1.8%	CCC(C)(O)C(=O)N[C@H]1CCCN1C(=O)/C=C/c1ccccc1 (some centres undefined)
0.6%	CC(C)[C@H](N)C(=O)NC[C@H]1O[C@@H](n2cnc3c(N)ncnc32)[C@H](O)[C@@H]1O
1.0%	CC(C)(C)c1ccc(C(=O)NNC(=O)CNC(=O)c2cccs2)cc1
-0.7%	O=C(O)/C(=C\c1ccc(Cl)cc1)c1ccc(S(=O)(=O)N2CCCC2)s1
8.0%	CC(C)Cn1c(SCC(=O)Nc2ccc(Cl)cc2F)nc(O)cc1=O
4.3%[2.29 µM]	CCOc1ccc(C2(C)NC(=O)N(CCN(C)C)C2=O)cc1 (centres undefined)
6.1%	Cc1c(N(C)S(=O)(=O)c2ccc(Cl)c(C(=O)N3CCC(C(N)=O)CC3)c2)c(=O)n(-c2ccccc2)n1C
-1.5%	COCCNc1nc2ccccc2n1CC(=O)c1ccc(OC)c(OC)c1
2.9%	COc1ccccc1OCCNC(=O)CN1C(=O)NC2(CCCC2)C1=O
-1.9%	O=C(c1ccccc1NS(=O)(=O)c1ccc(F)cc1F)N1CCCCC1
13.5%	Cc1ccccc1NS(=O)(=O)c1ccc(C(=O)NCC(C)(C)N2CCOCC2)cc1
4.5%	Cc1ccc(S(=O)(=O)N(C)CC(=O)Nc2cc(C)ccn2)cc1
5.9%	O=C1COc2ccc(C(=O)COC(=O)c3ccccc3Cl)cc2N1
2.3%[2.29 µM]	CN(CCO)S(=O)(=O)c1ccc2c(c1)C(=O)c1cc(S(=O)(=O)N(C)CCO)ccc1-2
9.9%	COc1ccc(C(=O)OCC(=O)c2ccc3c(c2)NC(=O)CO3)cc1[N+](=O)[O-]
6.9%	COc1ccc(CN(C)C(=O)c2ccc(NS(=O)(=O)c3ccc(C)c([N+](=O)[O-])c3)cc2)c(OC)c1OC
3.1%	CN(C)S(=O)(=O)c1ccc(F)c(C(=O)Nc2ccccc2C(=O)NC2CC2)c1
-6.2%	CC(Oc1ccc(Br)cc1)C(=O)NC1CCN(Cc2ccccc2)CC1 (centres undefined)
0.7%	Cc1ccc(NS(=O)(=O)c2ccc(C(=O)NCCN3CCOCC3)cc2)cc1
4.6%	O=C1Cc2ccccc2C(c2c(Cl)cccc2Cl)N1 (centres undefined)
15.3%	CCOc1ccc(S(=O)(=O)NCc2cccs2)cc1C(C)C
1.4%	CCOC(=O)C1=C(C)N=c2s/c(=C/c3ccc(OCC(=O)O)cc3)c(=O)n2C1c1cc(OC)c(OC)c(OC)c1 (centres undefined)
-0.7%	CNC(=O)/C(C#N)=C/c1ccc(OCCOc2ccccc2)cc1
-4.3%	CC(=O)OC1[C@H](Oc2c(O)c(C)c3c4c2[C@@H](C)CC[C@@H]4[C@@H](C)C[C@@H]3C=C(C)C)OC[C@@H](O)[C@@H]1O (some centres undefined)
-1.9%	OCCC1CN(CC2CC2)CCN1Cc1ccc(F)c(F)c1 (centres undefined)
-2.1%	O=c1[nH]c2ccc(S(=O)(=O)Nc3ccccc3O)cc2[nH]1

The list goes on:
L3MBTL1 inh	molecule
-1.1%	O=C1NC(Cc2ccc(O)cc2)c2nc3ccc(Cl)cc3c(=O)n2-c2ccc(Cl)cc21 (centres undefined)
9.0%	CCC1=C(c2cc(OC)c(OC)c(OC)c2)C2(CCCC2)C(=O)O1
-3.0%	CCC1COCCS(=O)(=O)N1Cc1ccc(F)cc1 (centres undefined)
2.4%	O=C(OCC(=O)N1CCC(Cc2ccccc2)CC1)c1ccccc1F
8.4%	COc1ccc(S(=O)(=O)N2CCOCC2)cc1NC(=O)c1ccc(OC(F)F)cc1
6.1%[2.29 µM]	O=C(Nc1ccc(Cl)c(Cl)c1)c1cccnc1
9.4%	COc1ccc(C(=O)O)cc1S(=O)(=O)N1CCN(Cc2ccc3c(c2)OCO3)CC1
3.9%	COCCN(C(=O)COC(=O)/C=C/c1cccs1)c1c(N)n(Cc2ccccc2)c(=O)[nH]c1=O
4.5%	COc1ccccc1C(=O)Nc1cccc2nc(C)ccc12
-3.7%	COCCCNC(=O)Cn1ccc(NC(=O)OCc2ccccc2)nc1=O
-6.5%	O=C(COc1c(F)c(F)cc(F)c1F)NNC(=O)CC1CCS(=O)(=O)C1 (centres undefined)
-1.1%	O=C(NCCc1ccc(OC(F)F)cc1)C1CC(=O)N(c2ccc3c(c2)OCCO3)C1 (centres undefined)
-0.1%&-6.2%	CN(C)c1ccc(C(=O)OCC#CCSc2nnc(-c3cccc4ccccc34)o2)cc1
-0.7%	Cc1ccc(S(=O)(=O)N2CCOCC2)cc1NCC(=O)Nc1ccc(OC(F)(F)F)cc1
-7.1%	c1ccc(Cn2nnc3ccccc32)cc1
-4.9%	Cc1nc2ccccc2n1C(C)c1ccccc1 (centres undefined)
-4.4%	CCOC(=O)c1c(C)[nH]c(C(=O)OCC(=O)NC2(C#N)CCCCC2)c1C
2.6%	CCN1CCN(c2ccc(S(=O)(=O)N3CCCCC3)cc2N)CC1
-1.4%	C/C(=N\Nc1nccnc1Cl)c1ccc(Br)cc1
0.2%	O=C(OCC(=O)N1CCN(c2ccccc2)CC1)c1ncc(Cl)c(Cl)c1Cl
-2.7%	CN(C)S(=O)(=O)n1cnc([C@@H]2[C@H]3C(=O)OC[C@@H]3C[C@@]23N=CN(Cc2ccccc2)C3=O)c1
0.9%	COC(=O)[C@]1(C)N[C@H](CN(C)C(=O)c2ccc(C)cc2)[C@@H]2C(=O)N(Cc3ccccc3)C(=O)[C@@H]21
-0.9%	O=C(NCC(c1ccco1)N1CCOCC1)c1c(F)cccc1F (centres undefined)
-2.0%[2.29 µM]	O=[N+]([O-])c1ccc(CN2CCN(c3ccccc3)CC2)o1
5.4%	Cc1cc(C)c(NC(=O)CNC(=O)c2cc([N+](=O)[O-])ccc2N2CCOCC2)c(C)c1
1.1%[2.29 µM]	CN(C)c1ccc(NC(=O)Nc2ccc3c(c2)nnn3C)cc1
-1.3%	COc1ccccc1N(C)S(=O)(=O)c1ccc(Cl)c(C(=O)Nc2cccc(C)n2)c1
2.4%	CCc1cccc2c(C(=O)CN3C(=O)N(C)C4(CCCCC4)C3=O)c[nH]c12
93.5%[activator]	COc1ccccc1-c1sc2ccccc2c1C#Cc1ccc(N(C)C)cc1
0.0%	O=C(NCCC1=CCCCC1)c1ccc(-n2cncn2)cc1
-0.6%	COc1ccccc1CNC(=O)C1CCN(S(=O)(=O)c2ccc3c(c2)C(C)(C)C(=O)N3C)CC1
0.5%	CCOc1ccc(NC(=O)CN(C)C(=O)CC2CCCC2)cc1OCC
1.2%	Cc1ccc(CNC(=O)C2(S(=O)(=O)c3ccccc3)CC=CC2)cc1
0.6%[2.29 µM]	CC(C)C(=O)NC(c1ccc(Cl)cc1Cl)c1ccc2cccnc2c1O (centres undefined)
-6.8%	CS(=O)(=O)N1Cc2ccccc2CC1C(=O)OCC(=O)NCCc1ccc(S(N)(=O)=O)cc1 (centres undefined)
4.1%	CCOc1ccc(N(CC(=O)NCCSCc2ccccc2)S(C)(=O)=O)cc1
-3.1%	NNC(=O)C1CC(O)CN1S(=O)(=O)c1ccc2ccccc2c1 (centres undefined)

Bioassay records deposited in PubChem by National Center for Advancing Translational Sciences (NCATS).
